CHRM4 antagonist = CHRM4 antagonism in calcium assay | inhibition, % at 3 µM | 360,000 tested, 0.73% active | AID 624125 | CHO-hM4 cells, ACh EC80, Fluo-8 calcium fluorescence;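 active = inhibition above its plate's cutoff, the mean inhibition of sample wells plus 3 SD, cut at about 27% in these data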;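 also: 0% = acetylcholine EC80 with DMSO and 100% = DMSO without agonist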
TAAR1 ag = agonists of human TAAR1 | activation, % at 3 µM | 360,000 tested, 0.99% active | AID 624467 | Q96RJ0 | CHO RD-HGA16 TAAR1, Fluo-8 calcium fluorescence; vehicle wells 0%, saturating PEA agonist 100%;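 active = activation above the mean activation of all test compounds in the run plus 3 SD, cut at about 38% in these data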
Target sequence (Q96RJ0 whole entry, looked up): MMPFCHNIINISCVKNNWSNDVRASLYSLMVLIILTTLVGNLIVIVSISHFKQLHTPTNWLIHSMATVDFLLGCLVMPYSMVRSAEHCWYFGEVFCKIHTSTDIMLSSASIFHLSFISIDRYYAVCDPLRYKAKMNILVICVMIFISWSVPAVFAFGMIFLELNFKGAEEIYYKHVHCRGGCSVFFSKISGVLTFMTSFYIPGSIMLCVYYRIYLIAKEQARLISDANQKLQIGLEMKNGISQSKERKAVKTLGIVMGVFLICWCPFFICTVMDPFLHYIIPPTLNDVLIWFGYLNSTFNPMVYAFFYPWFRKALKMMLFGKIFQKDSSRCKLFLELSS
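Test system: RD-HGA16 (CHO) cells co-expressing Gα16 and hTAAR1; dosing: one-point dosing at 3 µM (nominal); timing: 17-24 h seeding, 75 min 37 °C dye, 30 min RT; signal: kinetic Fluo-8 calcium fluorescence; read-out basis: % activation relative to PEA EC100 response; controls: DMSO and PEA EC100; replicates: n 1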
M5 PAM = CHRM5 positive allosteric modulation; P08912; CHO-K1 hM5, Fluo-8 calcium, ACh EC20 PAM; 0% = ACh EC20, 100% = ACh EC100; activation, % at 3 µM; 360,000 tested, 0.3% active; AID 624038;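 active = activation above the run cutoff, the mean activation of all test compounds plus 3 SD, cut at about 18% in these data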
Target sequence (P08912 whole entry, looked up): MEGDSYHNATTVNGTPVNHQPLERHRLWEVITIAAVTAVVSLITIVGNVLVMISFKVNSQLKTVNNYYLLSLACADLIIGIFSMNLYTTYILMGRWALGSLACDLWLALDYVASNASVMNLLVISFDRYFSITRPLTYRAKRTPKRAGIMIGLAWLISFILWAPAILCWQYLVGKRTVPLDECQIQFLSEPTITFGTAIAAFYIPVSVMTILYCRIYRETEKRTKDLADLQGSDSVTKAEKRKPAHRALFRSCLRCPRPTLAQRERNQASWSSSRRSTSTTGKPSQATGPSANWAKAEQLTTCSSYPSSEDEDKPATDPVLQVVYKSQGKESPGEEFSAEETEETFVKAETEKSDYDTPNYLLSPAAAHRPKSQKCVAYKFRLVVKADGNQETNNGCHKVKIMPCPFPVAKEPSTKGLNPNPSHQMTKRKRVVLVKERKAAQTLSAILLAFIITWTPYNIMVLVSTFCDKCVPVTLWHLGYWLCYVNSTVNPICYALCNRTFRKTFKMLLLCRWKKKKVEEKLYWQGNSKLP
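Replicates: One well per compound, no replicates | System: Human M5 receptor in CHO-K1 cells | Benchmarks: Low control EC20 acetylcholine (0%), high control EC100 acetylcholine (100%) | Probe or stimulus: Acetylcholine, EC20 level | Times: Fluo-8 loading 80 min at 37 °C plus 30 min room temperature | Signal: Intracellular calcium via Fluo-8 fluorescence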
M5 antag = antagonists of human muscarinic M5 receptor (CHRM5); CHO-hM5 cells, Fluo-8 calcium fluorescence, ACh EC80; inhibition, % at 3 µM; 360,000 tested, 0.59% active; AID 624040;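 active = inhibition above a per-plate cutoff, the mean of that plate's test compounds plus 3 SD, cut at about 27% in these data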;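 also: 0% = acetylcholine EC80 with DMSO and 100% = DMSO without agonist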
CHRM1 antagonist = antagonists of human M1 muscarinic receptor; CHO-K1 hM1, Fluo-8 calcium fluorescence, ACh EC80 antagonist; 360,000 tested, 1.3% active; P11229; inhibition, % at 3 µM;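 active = percent inhibition above its own plate's cutoff, namely the mean of that plate's compound wells plus 3 SD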;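 also: peak over basal fluorescence ratio during 140 s after agonist addition; 0% = ACh EC80 plus DMSO and 100% = DMSO alone without agonist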
M1 PAM = human CHRM1 positive allosteric modulation | CHO-K1 hM1, Fluo-8 calcium fluorescence, ACh EC20; 0% = ACh EC20, 100% = maximal ACh | activation, % at 3 µM | 360,000 tested, 0.088% active; in the data active = activation above about 19%, passing the limit was not always enough
M1 ag = agonists of human M1 muscarinic receptor | activation, % at 3 µM | CHO-K1 hM1, Fluo-8 calcium fluorescence, agonist mode; 0% DMSO, 100% acetylcholine EC100 | 360,000 tested, 0.33% active | AID 588814 | P11229;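 active = activation above the run's mean compound activation plus 3 SD, cut at about 16% in these data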;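 also: peak over basal fluorescence ratio within a 140 s kinetic read after compound addition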
CHRM5 agonist = CHRM5 agonism in calcium assay; P08912; CHO-K1 hM5 cells, Fluo-8 calcium fluorescence; 0% DMSO wells, 100% maximal acetylcholine response; activation, % at 3 µM; 360,000 tested, 0.19% active;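 active = activation above the run's mean over test compounds plus 3 SD, cut at about 23% in these data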;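 also: signal is peak over basal fluorescence ratio across the kinetic read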
M4 ag = CHRM4 agonism in calcium assay; P08173; CHO-K1 hM4/Gqi5, Fluo-8 calcium fluorescence; vehicle 0%, full acetylcholine response 100%; activation, % at 3 µM; 360,000 tested, 0.14% active;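 active = activation above the run mean over all test wells plus 3 SD, cut at about 32% in these data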;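 also: peak over basal fluorescence ratio per well then scaled between controls; 0% = DMSO wells and 100% = acetylcholine at EC100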
* marks the source's active call; other numbers are inactive results; x = not tested or not shown; & = joins results of further samples. These rows are one share of the data; count on the stated rates, not on these rows.

SMILES	CHRM4 antagonist	TAAR1 ag	M5 PAM	M5 antag	CHRM1 antagonist	M1 PAM	M1 ag	CHRM5 agonist	M4 ag
O=C1OC(=O)c2c(Br)c(Br)c(Br)c(Br)c21	-11	2	-2	4	4	0	-3	1	1
Cc1cccc(C)c1NC(=O)CNc1ccccc1	5	2	-1	-1	3	6	-3	-1	0
O=C(NC(=S)Nc1nc(-c2ccccc2)cs1)c1cccnc1	-3	9	-16	13	4	-1	4	11	12
CCOC(=O)C1CCN(S(=O)(=O)c2ccc(C(C)=O)cc2)CC1	-3	14	1	-4	0	4	-4	2	1
O=S(=O)(Nc1nc2ccccc2s1)c1cc(F)ccc1F	-9	-2	-6	19	-4	4	-1	-4	2
O=C(NCCc1ccccc1)c1ccc2nc(N3CCOCC3)sc2c1	0	7	-8	3	28	-13	1	2	9
CCCOc1ccc(C(=O)CCC(=O)OCC(=O)N2CCN(S(=O)(=O)c3ccc(C)cc3C)CC2)cc1	23	3	-27	20	28	-18	0	2	18
CCOc1ccc(NC(=O)CSc2nc3ccccc3c(=O)n2CCCC(=O)NCCCN2CCCC2=O)cc1	4	1	0	6	1	-1	-8	0	7
Nc1nc(SCC(=O)NCc2ccccc2Cl)[nH]c(=O)c1NC(=O)c1ccccc1F	0	3	2	-2	2	5	-3	4	1
CCc1nc2ccc(C(=O)NCCN3CCNC3=O)cn2c1N(C)Cc1ccc(OC)cc1	-6	2	0	-8	5	-10	-9	-2	2
Cc1ccc(NC(=O)C(C)OC(=O)c2n[nH]c3ccccc23)cc1 (stereo unspecified)	4	-2	3	8	10	-5	-4	-5	1
O=c1[nH]n2c(=O)c3c([nH]c2c1N=Nc1cccc(Cl)c1)CCCC3	-8	-2	2	2	-4	10	-5	-1	-1

Filtered by structure, the entries above containing a Cl atom.
SMILES	CHRM4 antagonist	TAAR1 ag	M5 PAM	M5 antag	CHRM1 antagonist	M1 PAM	M1 ag	CHRM5 agonist	M4 ag
Nc1nc(SCC(=O)NCc2ccccc2Cl)[nH]c(=O)c1NC(=O)c1ccccc1F	0	3	2	-2	2	5	-3	4	1
O=c1[nH]n2c(=O)c3c([nH]c2c1N=Nc1cccc(Cl)c1)CCCC3	-8	-2	2	2	-4	10	-5	-1	-1

Carrying on:
SMILES	CHRM4 antagonist	TAAR1 ag	M5 PAM	M5 antag	CHRM1 antagonist	M1 PAM	M1 ag	CHRM5 agonist	M4 ag
O=C(NCc1ccccc1)c1ccccc1Br	-1	2	1	7	4	1	-3	-2	1
CCOc1ccc(C2C(C(=O)c3ccco3)=C(O)C(=O)N2CCCn2ccnc2)cc1OCC (stereo unspecified)	0	3	-5	11	0	2	-3	0	1
Cc1ccc(NC(=O)c2ccc(S(=O)(=O)N3CCOCC3)cc2)nc1	1	19	0	4	-2	9	-4	0	1
CNC(=O)COC(=O)c1cc(-c2ccc(OC)cc2)nc2ccccc12	-9	0	-9	14	-4	5	-2	-4	4
O=C(NCc1cccc(F)c1)C1CCC(=O)N(CC2CCCCC2)C1 (stereo unspecified)	-5	0	8	-8	-8	12	0	2	1
CC1(C(=O)Nc2ccc3c(c2)OCO3)CCN1Cc1csc2ccccc12 (stereo unspecified)	11	4	-20	13	25	-23	6	-3	3
CCCN(CCO)Cc1ccc2ccccc2c1	-12	10	4	-17	-9	9	-9	4	2
C[C@@H]1CCCCO[C@H](CN(C)Cc2ccc3c(c2)OCO3)[C@@H](C)CN([C@H](C)CO)C(=O)c2cc(NC(=O)c3ccccc3)ccc2O1	-22	-1	0	1	4	-2	-11	-3	2
C[C@H](NC(=O)OC(C)(C)C)c1nnc(SCC(=O)c2ccc(Cl)cc2)o1	-5	7	-18	11	13	-6	1	3	12
CSc1cccc(NC(=O)COc2cccc3ccccc23)c1	-9	0	-3	-9	12	-11	-2	-4	4
CCSc1nnc(NC(=O)c2cccc3ccccc23)s1	0	2	-7	0	2	-6	-1	4	0
CCN(C[C@H]1N[C@@](Cc2ccccc2)(C(=O)OC)[C@H]2C(=O)N(C)C(=O)[C@@H]12)C(=O)Nc1ccc(Cl)cc1	-1	2	-2	7	-13	11	-8	-1	1
CN(CC(=O)Nc1ccccc1Cl)C(=O)CSc1nncn1C	13	4	7	3	0	8	-2	2	-1
N#CC(=C=[N-])c1nc2ccccc2nc1-[n+]1ccccc1	0&7	-1&2	7&1	-1&-3	-17&-9	14&6	-2&-2	0&0	1&0
O=C(C=Cc1ccco1)c1cc(Cl)ccc1O	0	9	2	-3	-1	0	-2	8	0
Cc1ccc(NC(=O)c2cc(S(=O)(=O)N3CCOCC3)c(Br)s2)cc1	-5	7	-1	-3	3	1	-7	2	6
O=C(NCC(c1cccnc1)N1CCN(c2ccccc2F)CC1)c1ccccc1 (stereo unspecified)	1	0	-2	3	5	-13	-6	3	3
CCOc1cc(/C=C2/SC(=O)N(CC(=O)N3CCc4ccccc4C3)C2=O)ccc1OCC(=O)O	5	5	-1	9	-13	19*	2	1	-1
COc1ccc(NC(=S)N2CCN(C(=O)c3ccco3)CC2)cc1OC	-2	7	7	-16	-17	19	1	-2	1
COc1ccc(OC)c(Nc2nc3nonc3nc2N2CCCCC2)c1	2	1	-1	0	7	0	0	1	0
O=C(Nc1nnc(C(F)(F)F)s1)c1ccc(Br)s1	4	8	-8	17	28*	-3	3	10	17
Cc1cc(Cc2ccc([N+](=O)[O-])cc2)c(C)cn1	-10	0	-4	13	-18	10	-5	-8	1
Cc1ccc(S(=O)(=O)N2CCN(C(=O)c3cc4c(C)nn(-c5ccccc5)c4s3)CC2)cc1	7	18	-2	-3	-8	6	-5	-1	0
Cc1ccc(-c2cnc(C(O)c3cccc(Cl)c3)[nH]2)cc1 (stereo unspecified)	6	x	-4	4	-10	0	0	0	2
C/C(Cl)=C\Cn1c(=O)c2c(nc3n2CCS3)n(C)c1=O	-6	4	-1	-3	-6	6	-3	-2	1
COc1ccc(Cl)cc1S(=O)(=O)N1CCCC(C(=O)NCC(N)=O)C1 (stereo unspecified)	0	12	13	-15	-29	4	-1	-2	1
CCn1ncc(N(C)N)c(Cl)c1=O	-7	5	1	15	0	3	-7	0	1
CCC(=O)Nc1ccc2oc(-c3cccnc3)nc2c1	9	1	9	-7	-3	5	-3	-4	1
COc1ccc(NC(=O)CS(=O)c2cccc(Cl)c2)cc1 (stereo unspecified)	-5	-1	-8	14	9	-1	-4	-4	1
Cc1ccc([C@H]2C[C@H](O)[C@@H](n3cc(C4CC4)nn3)CN2CC2CCCCC2)cc1	-18	0	0	1	-22	18	3	2	1
COC(=O)N/N=C(\C)c1ccc(Br)cc1	5	14	-2	0	-42	5	-3	-2	2
CCCN1C(=O)C(NC(C)=O)c2cc(OC)ccc21 (stereo unspecified)	14	9	2	4	-9	4	-3	2	0
CC(=O)c1ccc(NC(=O)Cn2cnc(S(=O)(=O)N3CCCC3)c2)cc1	14	x	-1	11	2	-2	-2	-4	1
O=C(c1ccccc1)N1CCCC(c2ccc(Cl)cc2)=N1	6	-3	5	-2	-15	8	-4	-1	-1
CCCCn1c(SCC(=O)Nc2cc(NC(=O)c3ccco3)ccc2C)nc2ccccc2c1=O	0	17	2	3	1	2	-4	1	-2
C=CCn1cccc(/C=C/C(=O)c2ccc(C(C)(C)C)cc2)c1=S	12	-1	2	9	2	-6	-11	-7	-1

Gathered by group: the entries above containing a tert-butyl group (2)
SMILES	CHRM4 antagonist	TAAR1 ag	M5 PAM	M5 antag	CHRM1 antagonist	M1 PAM	M1 ag	CHRM5 agonist	M4 ag
C[C@H](NC(=O)OC(C)(C)C)c1nnc(SCC(=O)c2ccc(Cl)cc2)o1	-5	7	-18	11	13	-6	1	3	12
C=CCn1cccc(/C=C/C(=O)c2ccc(C(C)(C)C)cc2)c1=S	12	-1	2	9	2	-6	-11	-7	-1

More records follow.
SMILES	CHRM4 antagonist	TAAR1 ag	M5 PAM	M5 antag	CHRM1 antagonist	M1 PAM	M1 ag	CHRM5 agonist	M4 ag
COc1ccc(N(C(=O)C2COc3ccccc3O2)C(C(=O)NC2CCCCC2)c2ccccc2)cc1OC (stereo unspecified)	0	1	4	-6	-7	8	-8	-3	0
CCn1c(SCC(=O)NNC(=S)Nc2ccccc2)nnc1-c1ccc(Cl)cc1	-2	0	-5	1	-3	3	-5	-1	1
CCOC(=O)Cc1csc(NC(=O)CSc2nnc(-c3ccc(C)cc3)o2)n1	0	11	-1	-2	0	8	-3	5	2
O=C(/C=C/c1ccccc1Cl)NCc1ccco1	5	3	-2	6	22	-12	-7	1	1
O=[N+]([O-])c1cc2c(cc1CN1CCN(c3ccccc3)CC1)OCO2	-12	3	4	0	-24	19	-2	4	0
CC(C)(C)n1nnnc1C(c1cc2cc3c(cc2[nH]c1=O)OCCO3)N1CCSCC1 (stereo unspecified)	0	2	1	-5	-8	7	-2	1	0
Nc1ccccc1-c1nnc(-c2ccccc2N)n1N	-10	0	4	9	-13	14	0	-1	3
O=C(CNC(=O)N1CC(=O)Nc2ccccc21)NCCCc1ccccc1	-13	2	7	-2	-27	13	-1	0	3
O=C(O)CCCN=CC1=C(O)C(C(=O)c2ccccc2)CCC1=O (stereo unspecified)	1	6	1	-4	-27	10	-2	0	1
O=C(O)Cc1cc2c(s1)CCCCC2	-4	4	-5	7	-4	1	-3	0	0
Cc1ccc(C(=O)N/C(=C\c2ccc(F)cc2)C(=O)NCCN2CCOCC2)cc1	1	-2	-2	12	13	-4	2	0	1
CCn1c(SCc2ccc(F)cc2)nnc1C1CCN(S(=O)(=O)c2ccc(OC)cc2)CC1	0	7	-15	-1	14	-2	-2	-6	5
O=C(Cn1c(=O)oc2cc(S(=O)(=O)NCc3ccccc3)ccc21)N1CCCC1	-2	1	0	2	2	1	-1	-3	2
Cc1cccc(CCNS(=O)(=O)c2ccc3c(c2)NC(=O)CS3)c1	5	30	7	-8	-1	9	3	1	5
CC(C)(C)c1ccc(C(=O)C=[N+]=[N-])cc1	-3	-1	0	-2	-8	-4	-3	-4	1
CC(C)Cc1ccc(CN2CCCC(NC(=O)c3ccoc3)C2)cc1 (stereo unspecified)	0	3	-8	6	0	-7	-5	-4	10
O=C(O)c1ccc(NC(=S)Nc2ccc(S(=O)(=O)Nc3ccccn3)cc2)cc1	-6	6	-1	10	-1	13	1	0	0
O=C1NC(=Nc2ccccc2)S/C1=C/c1cccnc1	-7	1	10	1	-12	9	0	0	1
CCOc1cc(/C=N/NC(=O)CSc2nnc(C)s2)ccc1OCc1ccccc1Cl	-16	6	-3	4	-6	-5	-7	-4	0
Cc1cccc(NC(=O)NC(C)C(c2ccccc2)N2CCN(C)CC2)c1 (stereo unspecified)	8	1	9	4	-3	2	-8	-8	1
O=C(c1ccc(F)cc1)c1cnc(Nc2ccccc2)s1	0	2	0	2	-2	2	-11	-2	1
O=C(NC1CC1)C1=C[C@H](c2ccc3c(c2)OCO3)C[C@H](OCc2ccc(CO)cc2)O1	-6	18	-4	9	-25	22	3	3	-1
O=C(C=C(C(=O)c1ccccc1)c1ccccc1)c1ccccc1	9	-1	-6	4	-7	-4	-6	-2	2
O=C(O)c1[nH]c2ccc(Cl)cc2c1CCN1C(=O)c2ccccc2C1=O	-1	-1	4	5	-15	14	-3	-3	0
O=C(COc1cccc(F)c1)N1c2ccccc2Sc2ccccc21	0	x	-4	0	2	-4	-9	-5	-2
